NTR1 agonist – agonists of NTR1, primary screen, imaging, U2OS cells, beta-arrestin-GFP, high content (AID 493036); activation, % at 20 µM; Neurotensin receptor type 1 (Homo sapiens), P30989; NTR1-U2OS beta-arrestin-GFP spot imaging, agonist mode; actives 0.17% (n = 330,000);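 active = activation at or above 40% of the spot to cytoplasm intensity ratio, with at least 20 cells analyzed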;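 also: 0% = DMSO without peptide and 100% = 100 nM NTR1 peptide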
Target sequence (P30989 whole entry, looked up): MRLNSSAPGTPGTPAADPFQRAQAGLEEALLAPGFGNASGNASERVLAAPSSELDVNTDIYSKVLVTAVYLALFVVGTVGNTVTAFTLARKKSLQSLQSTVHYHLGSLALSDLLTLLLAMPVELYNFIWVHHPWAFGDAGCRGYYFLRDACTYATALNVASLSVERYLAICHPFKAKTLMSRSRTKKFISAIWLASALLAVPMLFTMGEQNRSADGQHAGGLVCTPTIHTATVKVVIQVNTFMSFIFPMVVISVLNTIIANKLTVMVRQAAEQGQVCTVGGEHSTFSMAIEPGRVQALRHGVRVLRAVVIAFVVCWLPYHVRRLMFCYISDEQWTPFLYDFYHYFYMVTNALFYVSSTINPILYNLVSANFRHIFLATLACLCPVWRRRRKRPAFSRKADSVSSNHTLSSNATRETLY
Dengue-2 NS5 capping – Dengue-2 NS5 methyltransferase inhibitors, primary screen, biochemical, confirmation dose response (AID 588689); Genome polyprotein (Dengue virus type 2 (strain 16681-PDK53)); Dengue-2 NS5 methyltransferase capping enzyme assay, biochemical; higher % means a stronger effect; inhibition, % at 25 µM; hits with a dose series show IC50 in µM; actives 0.3% (n = 340,000); in the data active = a potency from the dose series
K1F lysis inhibition – inhibition of K1F phage lysis, E. coli UTI89, bacterial capsule biogenesis inhibitors, alamar blue (AID 488966). actives 0.02% (n = 340,000). E. coli UTI89 K1F phage lysis, alamar blue, 2 h; higher % means a stronger effect. inhibition, % at 100 µM; hits with a dose series show IC50 in µM;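 active = phage lysis inhibition, versus mean bacterial control, above a set limit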;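 also: capsule biogenesis inhibitors block K1F phage lysis so surviving cells raise fluorescence; higher fluorescence means more inhibition of phage lysis; actives were called in the ten point dose series up to 300 µM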
NTR1 agonist cell count 20 µM – also measured in NTR1 agonist; calls as there; cell count; measured here: cell count, cytotoxicity flag
Dengue-2 NS5 capping pilot replicate – further read-out of Dengue-2 NS5 capping, marked with its call; inhibition, %; measured here: pilot screen replicate inhibition
The depositor's hits bear a star; [ ] = remark or other dose. This is a subset; the hit share may differ from the screen's.

SMILES	NTR1 agonist	NTR1 agonist cell count 20 µM	Dengue-2 NS5 capping	K1F lysis inhibition	others
O=[N+]([O-])c1ccc(S(=O)(=O)NCC(c2cccnc2)N2CCc3ccccc3C2)cc1 (configuration not stated)	1.6	56	-2%	-0.8%[50 µM]
CC(=O)Nc1ccc(S(=O)(=O)N(C)CC(=O)NC2CCCCCCC2)cc1	-1.3	37	-5%	3.7%
C=C1CCN([C@@H](CC(C)C)C(=O)NCc2ccc(Cl)cc2)S(=O)(=O)c2ccccc21	-1.7	90	0%	0.3%
CCOCc1c(C(=O)N2CCN(CCOc3ccc(Cl)cc3)CC2)oc2ccccc12	1.1	81	0%	0.0%[50 µM]
COc1cc(C(=O)Nc2cccc(S(=O)(=O)NCc3ccco3)c2)cc(OC)c1OC	5.5	60	-2%	0.3%[50 µM]
Nc1ccn(CC(=O)NCc2ccc3c(c2)OCO3)c(=O)n1	1.2	51	0%	0.2%
Cc1ccc(NC(=O)c2ccc(N3CCCC3=O)cc2)cc1S(=O)(=O)N1CCCCC1	0.8	63	4%	0.6%[50 µM]
CN(C)c1ccc(S(=O)(=O)N2CCCCC2)cc1NC(=O)C1CSC2(C)CCC(=O)N12 (configuration not stated)	-2.0	81	5%	0.6%[50 µM]
CC1CCCN(S(=O)(=O)c2ccc(NC(=O)CN3C(=O)NC(C)(c4ccccc4)C3=O)cc2)C1 (configuration not stated)	1.7	64	-8%	0.2%[50 µM]
O=C(COC(=O)Cc1cccc(C(F)(F)F)c1)NC(=O)NC1CCCC1	0.0	45	1%	-0.6%[50 µM]
CC1CCN(CC[C@H]2CCCN2S(=O)(=O)c2cccc(O)c2)CC1	1.7	49	-10%	2.0%
O=C(C[C@H]1C[C@H](C(=O)N2CCOCC2)[C@@]2(CCC3CCCC3)c3[nH]c4cc(-c5ccco5)ccc4c3CCN2C1=O)NCc1cccc(C(F)(F)F)c1	3.9	76	-4%	0.4%	Dengue-2 NS5 capping pilot replicate=-6.4
CCCCCCCC(=O)C(C)C(=O)N(C)[C@H](Cc1ccc(OC)cc1)C(=O)N(C)[C@H](C(N)=O)C(C)C (some centres not stated)	6.7	55	-3%	-0.3%
CCOC(=O)[C@H]1[C@H]2COc3ccc(OC)cc3[C@@H]2N2C(=O)c3cc(OC)c(OC)cc3NC(=O)[C@@]12C	-3.9	96	-4%	2.1%
CC(C)NC(=O)Nc1cccc2c1O[C@H](CN(C)S(=O)(=O)c1ccc(F)cc1)[C@@H](C)CN([C@H](C)CO)C2=O	0.1	48	-2%	0.1%	Dengue-2 NS5 capping pilot replicate=4.2
CN(CCOc1ccccc1)C(=O)c1ccc(F)c(S(=O)(=O)N2CCOCC2)c1	-0.3	67	-1%	0.7%[50 µM]
CN(CC(=O)Nc1ccc(F)cc1)C(=O)C1CCN(C(=O)Nc2ccccc2)CC1	-1.2	60	-1%	0.6%[50 µM]
O=C(NCCc1ccc(F)cc1)C(=O)Nc1cc2c3c(c1)CC(=O)N3CCC2	0.2	63	-4%	-1.9%
COc1cccc(C2=CC(=O)C[C@H](c3ccc(OC)c(OC)c3)C2)c1	-0.8	55	-10%	-0.6%
CCOC(=O)c1ccc(NC(=O)CSc2nc(=O)n(CCN3CCOCC3)c3c2CCC3)cc1	0.8	51	0%	1.2%[50 µM]
O=C(Cc1n[nH]c(=O)c2ccccc12)OCC(=O)c1ccc(F)cc1	1.4	57	-1%	2.2%
COc1ccc(S(=O)(=O)N2CCc3ccccc32)cc1C(=O)NC1(C)CCS(=O)(=O)C1 (configuration not stated)	-2.9	57	1%	0.2%[50 µM]
Cc1cccnc1	1.4	53	-1%	0.2%
CCCCn1c(N)c(N(CC)C(=O)C2CCN(C(=O)c3ccccc3C)CC2)c(=O)[nH]c1=O	-0.2	45	-1%	0.5%[50 µM]
CC(=O)Nc1ccc(NC(=O)c2c(C)c(-c3ccccc3)nc3ccccc23)cc1	2.6	62	-2%	0.9%
COc1ccc(C(=O)Nc2ccccc2N2CCCC2)cc1S(=O)(=O)N1CCOCC1	2.3	70	3%	1.2%[50 µM]
COc1ccc(NC(=O)N(C)C[C@H]2Oc3ccc(NS(=O)(=O)c4cccs4)cc3C(=O)N([C@H](C)CO)C[C@@H]2C)cc1	-1.0	84	-1%	0.9%
CC1=CCC[C@H]2[C@H](C1)C(=O)C[C@@H](C)[C@]2(C)CC/C(=C/CO)CO	-2.0	52	3%	-0.5%
CCN(CC)C(=O)[C@H]1C[C@H](CC(=O)NCCCOC)C(=O)N2CCc3c([nH]c4cc(CCC(=O)N(C)C)ccc34)[C@]12C	1.6	46	-1%	-0.1%	Dengue-2 NS5 capping pilot replicate=3.9
NC(=O)c1ccsc1NC(=O)c1ccc([N+](=O)[O-])o1	5.1	53	9%	-0.7%[50 µM]

An excerpt from above in order of heavy-atom count, smallest number first.
SMILES	NTR1 agonist	NTR1 agonist cell count 20 µM	Dengue-2 NS5 capping	K1F lysis inhibition	others
Cc1cccnc1	1.4	53	-1%	0.2%
NC(=O)c1ccsc1NC(=O)c1ccc([N+](=O)[O-])o1	5.1	53	9%	-0.7%[50 µM]
CC1=CCC[C@H]2[C@H](C1)C(=O)C[C@@H](C)[C@]2(C)CC/C(=C/CO)CO	-2.0	52	3%	-0.5%
O=C(Cc1n[nH]c(=O)c2ccccc12)OCC(=O)c1ccc(F)cc1	1.4	57	-1%	2.2%
O=C(NCCc1ccc(F)cc1)C(=O)Nc1cc2c3c(c1)CC(=O)N3CCC2	0.2	63	-4%	-1.9%
CC(=O)Nc1ccc(NC(=O)c2c(C)c(-c3ccccc3)nc3ccccc23)cc1	2.6	62	-2%	0.9%
COc1ccc(S(=O)(=O)N2CCc3ccccc32)cc1C(=O)NC1(C)CCS(=O)(=O)C1 (configuration not stated)	-2.9	57	1%	0.2%[50 µM]
CCCCn1c(N)c(N(CC)C(=O)C2CCN(C(=O)c3ccccc3C)CC2)c(=O)[nH]c1=O	-0.2	45	-1%	0.5%[50 µM]
CCOC(=O)c1ccc(NC(=O)CSc2nc(=O)n(CCN3CCOCC3)c3c2CCC3)cc1	0.8	51	0%	1.2%[50 µM]
COc1ccc(NC(=O)N(C)C[C@H]2Oc3ccc(NS(=O)(=O)c4cccs4)cc3C(=O)N([C@H](C)CO)C[C@@H]2C)cc1	-1.0	84	-1%	0.9%

Carrying on.
SMILES	NTR1 agonist	NTR1 agonist cell count 20 µM	Dengue-2 NS5 capping	K1F lysis inhibition	others
Cc1noc(C)c1C(=O)OC(C)C(=O)Nc1ccc(C(N)=O)cc1 (configuration not stated)	-2.4	91	-2%	0.8%[50 µM]
O=C(c1cc(C2CC2)nn1-c1ccccc1)N1CCN(S(=O)(=O)c2ccccc2)CC1	2.9	71	-2%	-0.1%[50 µM]
Cc1ccccc1NC(=O)COC(=O)c1cc(S(=O)(=O)N2CCOCC2)ccc1C	-1.3	85	-1%	0.7%[50 µM]
COc1cc(/C=C/CO)ccc1O[C@@H]1O[C@H](CO)[C@@H](O)[C@H](O)[C@H]1O	0.0	82	6%	0.3%
CN(C)CCn1c2c(c(SCC(=O)Nc3ccc4c(c3)OCCO4)nc1=O)CCC2	-1.1	57	0%	1.4%[50 µM]
CCc1ccc(NC(=O)COC(=O)/C=C/c2ccco2)cc1	-0.1	60	-18%	-0.5%
COc1ccc(S(=O)(=O)Nc2cccc3c2O[C@H](CN(C)S(=O)(=O)c2ccccc2)[C@@H](C)CN([C@H](C)CO)C3=O)cc1	-2.3	53	-6%	-1.6%
Cc1ccc(NC(=O)CN(C)C(=O)c2cccc(S(=O)(=O)NCc3ccco3)c2)cc1	1.3	56	2%	0.3%[50 µM]
O=C1CCc2cc(NS(=O)(=O)c3ccc(Cl)cc3)cc3c2N1CC3	0.5	71	-10%	-0.4%[50 µM]
O=C(NCc1ccc(F)cc1)c1cc(S(=O)(=O)N2CCCCC2)ccc1Cl	-0.8	52	1%	-0.1%[50 µM]
O=C(O)C1=C[C@H](c2ccc(C(F)(F)F)cc2)C[C@H](OCCCCO)O1	0.1	65	-6%	2.5%
COc1ccc(C2/C=C\CN(C(=O)OCC3c4ccccc4-c4ccccc43)CC(=O)N2Cc2cccc(F)c2)cc1 (configuration not stated)	11	36	-8%	0.2%	Dengue-2 NS5 capping pilot replicate=-5.4
Cc1ccc(S(=O)(=O)NC(=O)Nc2cccc(S(=O)(=O)N(C)C)c2)cc1	-1.5	52	-3%	0.4%[50 µM]
O=C(Nc1cc(S(=O)(=O)N2CCCCC2)ccc1Cl)c1ccc(F)cc1	-1.3	52	-6%	0.5%[50 µM]
O=C(/C=C/c1cccc(Br)c1)OCC(=O)N1CCN(c2ccccc2)CC1	3.1	64	8%	-0.1%[50 µM]
Cc1ccc(S(=O)(=O)NCC(NCc2ccc(F)cc2)c2ccccc2)cc1 (configuration not stated)	4.5	66	-14%	0.6%[50 µM]
CN[C@@H](C)C(=O)NC[C@H]1O[C@@H](n2cnc3c(N)ncnc32)[C@H](O)[C@@H]1O	0.2	74	-2%	0.4%	Dengue-2 NS5 capping pilot replicate=1.8
O=C(CNC(=O)c1ccc2c(=O)n3c(nc2c1)CCC3)Nc1ccc(F)c(F)c1	0.3	62	2%	1.4%[50 µM]
Cc1cccc(NC(=O)COC(=O)CC2CCCC2)c1C	-0.6	72	-4%	0.8%[50 µM]
Cc1cc(NC(=O)C(C)SCC(=O)N(C)Cc2ccccc2F)no1 (configuration not stated)	-0.3	55	-6%	-0.2%
COc1ccc(NC(=O)CN(C)C(=O)CCC(=O)c2ccc(C)cc2)cc1	0.8	50	5%	0.5%[50 µM]
CCN(CC(=O)Nc1ccccc1C(F)(F)F)C(=O)CN1C(=O)NC(C)(c2ccccc2)C1=O (configuration not stated)	-0.2	57	4%	1.2%[50 µM]
CC(C)N(C(=O)[C@H]1C[C@H](CC(=O)NCCCn2ccnc2)C(=O)N2CCc3c([nH]c4ccc(Cl)cc34)[C@]12C)C(C)C	1.1	62	-5%	0.1%
N#CC1(NC(=O)COc2ccccc2[N+](=O)[O-])CCCCC1	0.0	61	5%	1.0%[50 µM]
CN(C)CCNC(=O)c1onc(CSc2ccncc2)c1C(=O)NCCN(C)C	-0.3	78	3%	1.4%
CCC(C)Sc1ccc(-c2nc3ccc(C)cn3c2NCc2ccccc2)cc1OC (configuration not stated)	25	89	-10%	1.5%
COc1cccc(C(CNC(=O)c2ccc(Cl)c(S(=O)(=O)N3CCCC3)c2)N(C)C)c1 (configuration not stated)	0.1	58	-1%	0.3%[50 µM]
Cc1ccc(S(=O)(=O)CCC(=O)OCC(=O)NNC(=O)c2ccc([N+](=O)[O-])cc2)cc1	1.5	68	6%	0.6%[50 µM]
Cc1cc(C(=O)OCC(=O)N2CCc3ccccc32)ccc1[N+](=O)[O-]	3.1	59	-1%	0.5%[50 µM]
COC(=O)C1=C(C(=O)OC)[N+]2=C3N(C(=O)NC2(C)C)[C@H](CO)C[C@@]32c3ccccc3N(Cc3ccccc3)[C@@H]12	-5.3	86	8%	1.7%
CC1CS(=O)(=O)CCN1N=Cc1ccc([N+](=O)[O-])o1 (configuration not stated)	0.0	75	-4%	-12%
NC(=O)c1ccc(F)cc1	0.1	47	1%	-0.3%[50 µM]
CCn1c(SC)nnc1-c1ccc(S(=O)(=O)N2CCCCC2)cc1	-0.1	79	-3%	2.4%
CC(=O)Nc1ccc(NC(=O)C(C)OC(=O)COc2ccc(Nc3ccccc3)cc2)cc1 (configuration not stated)	-0.2	55	-4%	-0.1%[50 µM]
CC(C)=CCCC(C)CCO (configuration not stated)	0.4	62	-3%	-0.3%
Cc1ccc(NC(=O)CSc2nnc3ccc(-c4ccncc4)nn23)cc1	2.1	65	1%	0.6%[50 µM]
CC(=O)c1ccccc1NC(=O)COC(=O)Cc1cccc(C(F)(F)F)c1	-0.6	45	0%	0.6%[50 µM]
O=C(NC1CCCCC1)N1CCN(Cc2nc3ccccc3c(=O)[nH]2)CC1	-0.2	60	1%	1.2%
O=C(NCc1ccccc1)C1(C(F)(F)F)C/C(=C/CCO)CCCO1 (configuration not stated)	-3.1	54	-9%	0.4%
CC(=O)N1CCN(C(=O)c2ccc(NS(=O)(=O)c3ccc4[nH]c(=O)[nH]c4c3)cc2)CC1	-0.3	47	4%	0.3%[50 µM]
NC(=O)COC(=O)[C@H](Cc1ccccc1)NS(=O)(=O)c1ccc2c(c1)OCCO2	-0.5	52	-1%	0.8%[50 µM]
Fc1ccc(CN2CC[C@H]3C=CCc4cccc(c43)C2)cc1	0.8	48	-2%	-1.5%
CCCCn1nc(C(=O)Nc2ccc(-n3cnnn3)cc2)c2ccccc2c1=O	3.3	60	-6%	0.5%[50 µM]
CCOC(=O)C1=C(COC(=O)/C=C/c2ccccc2F)NC(=O)NC1C (configuration not stated)	1.1	57	-1%	-1.8%
O=S(=O)(N[C@H](CO)Cc1ccccc1)c1ccc(Br)cc1F	-0.1	58	4%	0.3%	Dengue-2 NS5 capping pilot replicate=3.1
O=C(Nc1cc(Cl)ccc1-n1cncn1)C1CC1	0.3	69	-1%	0.3%[50 µM]
Cc1nc(SCC(=O)NC2CCS(=O)(=O)C2)c(C#N)c(C)c1C (configuration not stated)	-3.2	59	2%	0.5%[50 µM]

Compound activity: PubChem BioAssay, several laboratories
